# From PubChem BioAssay
# Tau fluor counter = counter-screen for tau fibril formation inhibitors; tau K18 P301L Alexa594 fluorescence, heparin fibrillization; Potency, µM (doses to about 57.7 µM), for inactives: at the highest dose activity change, negative = decrease; 0.93% of 280,000 active; AID 1463; further: on the % scale 0 is the no-effect control and ±100 the full control effect; nearly all actives have a fitted effect of over 55% in size
#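 Human K18 P301L tau (15 uM unlabeled plus 0.24 uM Alexa 594-labeled, final) in 100 mM sodium acetate pH 7 was mixed with compound and 20 uM heparin and incubated 6 hr at 37 C.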
# Tau ThT inhib = blocks human tau fibril formation measured by thioflavin T. P10636. recombinant tau K18 P301L (four-repeat tau fragment), heparin-induced fibrillization, ThT fluorescence. Potency, µM (titrated, usually from 57.4 µM), for the others: top-dose activity, negative = inhibition, hits mostly inhibitors. 2.1% of 270,000 active; further: on the % scale 0 is the no-effect control and ±100 the full control effect; nearly all actives have a fitted effect of over 55% in size
# Target sequence (P10636 561-689 P618L limits assumed): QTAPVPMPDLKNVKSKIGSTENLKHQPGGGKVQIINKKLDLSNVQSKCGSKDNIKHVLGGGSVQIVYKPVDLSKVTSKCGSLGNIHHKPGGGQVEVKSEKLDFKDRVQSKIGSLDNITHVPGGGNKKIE
#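 K18 P301L tau (15 uM + 0.24 uM Alexa 594-tagged), heparin 20 uM, NaOAc pH 7, 6 h 37 C; ThT 30 uM, 1 h RT, ex 450/em 510 nm.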
# TRb SRC2 PPI = TRbeta-SRC2 interaction inhibition; Potency, µM (highest dose often 106 µM), without a hit: top-dose activity change, negative = inhibition, actives largely listed as inhibitors; TRbeta-SRC2 peptide binding, fluorescence polarization; receptor liganded with 1 µM T3; P10828; 0.065% of 280,000 active;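 further: plate controls were bound peptide for no effect and peptide without receptor for full effect; nearly all actives have a fitted effect of over 50% in size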
# Target sequence (P10828 whole entry, looked up): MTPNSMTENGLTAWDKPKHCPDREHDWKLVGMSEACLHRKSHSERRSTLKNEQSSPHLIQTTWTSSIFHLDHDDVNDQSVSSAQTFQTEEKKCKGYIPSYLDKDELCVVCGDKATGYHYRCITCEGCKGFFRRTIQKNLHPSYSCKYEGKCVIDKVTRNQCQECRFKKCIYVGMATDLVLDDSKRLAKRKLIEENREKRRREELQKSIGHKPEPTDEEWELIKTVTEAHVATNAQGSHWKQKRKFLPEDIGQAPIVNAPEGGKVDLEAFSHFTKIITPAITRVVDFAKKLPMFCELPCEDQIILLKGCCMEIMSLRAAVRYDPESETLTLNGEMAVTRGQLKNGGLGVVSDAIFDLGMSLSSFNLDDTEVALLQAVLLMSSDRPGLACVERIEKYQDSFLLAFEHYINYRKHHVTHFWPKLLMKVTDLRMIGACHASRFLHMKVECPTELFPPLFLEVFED
#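 Fluorescence polarization of 20 nM Texas Red SRC2 peptide with 0.6 uM human TRb ligand-binding domain, in Tris buffer with 1uM T3 and 5% DMSO. Incubated 5 hr ambient; normalized to unbound and bound controls.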
# TR SRC2 fluor cs = counter-screen for TRb-SRC2 inhibitors: fluorescence interference; TRb/SRC2 Texas Red total fluorescence interference; Potency, µM (series often up to 106 µM), for inactives: top-dose fluorescence change, negative = quenching; AID 1479; 0.29% of 280,000 active; active means well fitted curve in either direction with a large enough effect; inconclusive means small, poorly fitted or top-dose-only effect; further: on the % scale 0 is the no-effect control and ±100 the full control effect
#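 Human TRβ ligand-binding domain (0.6 uM) and Texas Red SRC2 peptide (20 nM) in Tris buffer with 1 uM T3 and 5% DMSO were incubated with pinned compound for 5 hr at ambient temperature. Total fluorescence was computed as S + 2P (555/632 nm).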
# HTT ATP protect = protects HTT-Q103 PC12 cells, measured by ATP; PC12 HTT-Q103 induced, cytoprotection, ATP luminescence, 40 h; Potency, µM (top dose mostly 56.4 µM), without a hit: cytoprotection (ATP increase), hits mostly activators; 0.14% of 230,000 active;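 further: % of control where 0% means no effect; nearly all actives have a fitted effect of over 45% in size; toxic huntingtin expression switched on by the ecdysone agonist tebufenozide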
#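 Huntington model: PC12 line, ecdysone-inducible HTTQ103 exon1–GFP, tebufenozide 100 nM. Test articles in a dose series. Endpoint luminescence from cellular ATP.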
# L3MBTL1 block = inhibitors of human L3MBTL1 | Q9Y468 | AlphaScreen L3MBTL1–H3K9me1 peptide binding | Potency, µM (titrated, usually from 57.1 µM), without a hit: at the highest dose activity, negative = inhibition, hits mostly inhibitors | 0.66% of 230,000 active; further: on the % scale 0 is the no-effect control and ±100 the full control effect; nearly all actives have a fitted effect of over 60% in size
#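 L3MBTL1 50 nM + b-AHA-H3(1-15)K9me1 75 nM, 30 min RT; compound added, 30 min RT; streptavidin donor/Ni-chelate acceptor beads 10 ug/mL each final, 30 min RT dark; AlphaScreen read.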
# Tau fibril FP = inhibitors of human tau fibril formation. P10636. K18 P301L tau heparin fibrillization, Alexa594 FP, 6 h. Potency, µM (series often up to 57.7 µM), inactives show top-dose activity, negative = inhibition, actives largely listed as inhibitors. 0.39% of 280,000 active. AID 1468; further: on the % scale 0 is the no-effect control and ±100 the full control effect; nearly all actives have a fitted effect of over 55% in size
#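 Compound effects on tau fibrillization are measured by Alexa 594 fluorescence polarization (ex 555, em 632 nm). K18 P301L tau is used at 15 uM with 0.24 uM labeled tracer, and 20 uM heparin induces aggregation over 6 hr at 37 C.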
# RECQ1 helicase = RECQ1 (human) helicase inhibition; P46063; RECQ1 DNA unwinding, red fluorescence kinetic read; Potency, µM (series often up to 57.3 µM), without a hit: at the highest dose activity, negative = inhibition, actives largely listed as inhibitors; 0.54% of 240,000 active; AID 2549;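 further: plate controls were vehicle for no effect and no enzyme for full effect; nearly all actives have a fitted effect of over 30% in size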
#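 RECQ1T1 50 nM; forked duplex (20 bp + 30-nt ss tails) 200 nM, ATP 2 mM final; pH 8.0, 2 mM MgCl2, 2.5 ug/ml poly(dI-dC); 15 min compound preincubation; discontinuous kinetic read over 2 h at RT.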
# Numbers without * were called inactive; i = inactive; ? = inconclusive; . = not tested or not shown; [ ] = remark or other dose. Unless noted, the call rests on the fitted dose curve; in most records, active means well fitted curve in the direction sought with a large enough effect; inconclusive means small, poorly fitted or top-dose-only effect, or another doubt; inactive means no such curve, though single readings can be large; an effect the other way counts as inactive or inconclusive. Potency means the concentration at half of the fitted maximal effect. Only part of the results is shown; the hit share may differ from the screen's.
nr	smiles	Tau fluor counter	Tau ThT inhib	TRb SRC2 PPI	TR SRC2 fluor cs	HTT ATP protect	L3MBTL1 block	Tau fibril FP	RECQ1 helicase
1	Cc1nc(-n2nc(C)c(Cc3ccccc3Cl)c2C)sc1C(=O)N1CCC(C)CC1	6%	-11%	-11%	3%	.	.	10%	.
2	CCOc1ccc(CNC(=O)CCn2nc(C)c3c(C)n(-c4ccccc4)nc3c2=O)cc1	7%	9%	-7%	1%	.	.	3%	.
3	CC1CC2(C)Oc3ccccc3C3OCC1(CO)C(C)C32 (configuration not stated)	-1%	2%	-15%	-1%	12%[0.074 µM]	.	-3%	-8%
4	Cc1cccc(C2Nc3ccccc3C(=O)N2CCc2ccccc2)n1 (configuration not stated)	-7%	-8%	6%	0%	-8%	0%	12%	-2%
5	Cc1cc(/C=C(\C#N)C(=O)Nc2ccc(F)cc2)c(C)n1-c1ccc(N2CCOCC2)c([N+](=O)[O-])c1	?	?	-1%	2%	-12%	.	-5%	-6%
6	CCn1c(SCc2ccc(Cl)c(Cl)c2)nnc1C(C)NC(=O)c1ccc(OC)cc1 (configuration not stated)	-1%	-2%	-14%	1%	?	4%	3%	3%
7	COc1cc(Cl)c(C)cc1NC(C)C(=O)Nc1cc(C(F)(F)F)ccc1N1CCOCC1 (configuration not stated)	-24%	-10%	1%	-1%	14%[10 µM]	0%	4%	-9%
8	CCCCn1c(SCC(=O)Nc2nccs2)nc2ccccc2c1=O	-10%	?	8%	1%	21%	-9%	-5%	-1%
9	C=CCS/C(N)=N\N=C\c1c(O)ccc2ccccc12	11µM*[quencher]	?	-3%	-2%	-9%[10 µM]	-2%	9%	-5%
10	CC(C)[C@@H](N)C(=O)N/N=C/c1ccc2nccnc2c1	-4%	.	-10%	-1%	35%[10 µM]	.	4%	-3%
11	CC(=O)Nc1cccc(C(=O)/C=C/c2ccc(N(C)C)cc2)c1	16µM*[quencher]	25µM*	8%	-11%	.	25%	0%	?
12	O=C(NNC(=O)c1cc2ccccc2o1)c1ccc(Cl)cc1	-4%	.	0%	-2%	13%[10 µM]	.	-6%	i
13	COCCN(CCOC)C(=O)C1CCCN(S(=O)(=O)c2ccc(NC(=O)OC)cc2)C1 (configuration not stated)	-1%	3%	5%	-1%	3%[10 µM]	-2%	-1%	11%
14	COCCCNC(=O)c1ccccc1Sc1ccc(NC(C)=O)nc1	0%	-5%	-1%	-1%	27%[10 µM]	14%	-6%	-15%
15	Cc1ccc(CCNC(=O)c2sc3ncccc3c2-n2cccc2)cc1	-13%	?	7%	-2%	.	.	4%	.
16	COc1ccc(C(=O)CSc2ccc(-c3ccco3)nn2)cc1	-19%	?	-1%	-6%	-4%[10 µM]	-23%	5%	-23%
17	O=C(c1cn(-c2ccccc2)nc1-c1cccc(Br)c1)N1CCOCC1	-6%	2%	-1%	-1%	-6%	-6%	-6%	20%
18	CCc1ccc(NC(=O)CN(Cc2ccccc2)S(=O)(=O)c2ccc3nc(C)sc3c2)cc1	-18%	2%	-3%	1%	.	.	-3%	.
19	Cn1c(=N)n(CC(O)c2cccs2)c2ccccc21 (configuration not stated)	-14%	-10%	1%	-1%	15%[10 µM]	10%	-7%	-5%
20	CSc1cccc(NC(=S)N(Cc2ccccc2)Cc2cccnc2)c1	-24%	0%	1%	-2%	2%	.	8%	-4%
21	Cc1cccc(OCC(=O)N(Cc2ccc(C(C)(C)C)cc2)Cc2ccco2)c1	-14%	?	-8%	0%	.	.	-4%	.
22	Cc1c(Cc2ccc3c(c2)OCO3)sc(NC(=O)c2cccc3ccccc23)c1C(N)=O	?	?	6%	1%	.	-3%	?	-12%
23	Cc1cccc(N2CCN(C(=O)c3ccc(CNc4c(N5CCC(C)CC5)c(=O)c4=O)cc3)CC2)c1C	-13%	-18%	-4%	0%	-29%	.	8%	-4%
24	Cc1c(C(C)C)c(=O)n(-c2ccc(S(=O)(=O)NC3CC3)cc2)n1C	-2%	-7%	-4%	-3%	1%[10 µM]	-1%	3%	i
25	CN(CC(=O)NC1CCCCCCC1)S(=O)(=O)c1cnc[nH]1	2%	2%	-11%	0%	14%	.	0%	8%
26	COc1ccc(Cl)cc1NC(=O)Nc1ccccc1C(N)=O	-14%	-8%	0%	0%	-30%	.	3%	-17%
27	O=C(CSc1nc(-c2ccc(Cl)cc2)nc2c1Cc1ccccc1O2)N1CCCCC1	-5%	-5%	-3%	0%	.	.	-7%	.
28	Cc1cccc(OCCCn2c(=O)oc3ccc(C)cc32)c1	-23%	-17%	-2%	1%	19%[10 µM]	75%[activator]	-5%	-6%
29	Cc1ccc(Nc2nc3nonc3nc2Nc2cccc(C(F)(F)F)c2)cc1Cl	?	?	1%	0%	.	.	?	.
30	Cn1cc(Br)c(C(=O)Nc2ncc(Br)s2)n1	-9%	0%	-4%	-5%	-26%[1.9 µM]	-6%	3%	i
31	CNC(=O)c1cccc(N2CCCC2=O)c1	-2%	1%	-8%	2%	-17%	.	-13%	-14%
32	COc1cc2c3c(c1)/C(=C1/SC(NC(C)=O)=NC1=O)C(=O)N3C(C)(C)C=C2C	14µM*[quencher]	16µM*	-4%	-5%	-28%[0.074 µM]	-13%	?	-2%
33	CCOc1ccccc1/C=N/NC(=O)c1ccc(Cn2cc([N+](=O)[O-])cn2)o1	-9%	-7%	-3%	-3%	-22%	-2%	1%	i
34	Cc1cc(NS(=O)(=O)c2ccc(NC(=O)C(CC(C)C)N3C(=O)c4ccccc4C3=O)cc2)nc(C)n1 (configuration not stated)	-11%	-9%	2%	2%	0%	4%	-6%	-2%
35	Cc1nn(-c2ccccc2)c2nc(C(F)(F)F)[nH]c(=O)c12	-3%	-4%	-28%	-1%	1%[10 µM]	3%	-3%	i
36	CCOC(=O)c1ccc(Nc2ncccc2[N+](=O)[O-])cc1	-29%	2.2µM*	2%	-1%	?	-25%	-3%	7%
37	Cc1ccc(SCCNC(=S)Nc2ccc(C)cc2C)cc1	-8%	-5%	2%	2%	0%[10 µM]	-14%	7%	-8%
38	O=C(Nc1cccnc1)c1cc(-c2cccnc2)nc2ccc(Br)cc12	?	?	-2%	-3%	-25%	9%	?	-8%
39	Cc1cc(NC(=O)CSc2nc3ccccc3c(=O)n2C(C)c2ccccc2)no1 (configuration not stated)	?	-13%	-10%	-2%	-2%	.	-13%	-11%
40	COc1ccc(-c2coc3cc(OC4OC(CO)C(O)C(O)C4O)cc(O)c3c2=O)cc1 (configuration not stated)	1%	-3%	-4%	1%	-19%[1.9 µM]	-7%	1%	3%
41	Cc1ccc(C(=O)NCc2ccccc2)cc1NC(=O)c1nsc2ccccc12	-19%	-1%	-6%	0%	.	.	1%	.
42	O=C(NNC1CC(=O)N(c2ccc(Cl)cc2)C1=O)c1ccccn1 (configuration not stated)	-2%	-4%	0%	0%	18%	.	-7%	1%
43	NNc1ccc(Cl)nn1	-14%	?	2%	3%	2%[10 µM]	-23%	-3%	i
44	O=C(NCCCO)c1ccc2nc(-c3ccco3)c(-c3ccco3)nc2c1	4.5µM*[quencher]	5µM*	21%	?	10%[10 µM]	28µM*	8.9µM*	?
45	Cc1nc(CNC(=O)CC2C(=O)NCCN2Cc2ccoc2)nc2c1CCCC2 (configuration not stated)	-8%	?	2%	-2%	-12%[10 µM]	6%	-14%	-3%
46	CCOC(=O)Cc1csc(NC(=O)CSc2nncn2C)n1	4%	14%	-17%	0%	7%[10 µM]	6%	-1%	i
47	c1ccc2c(CSc3ncnc4nc[nH]c34)cccc2c1	?	-6%	5%[53 µM]	-1%[53 µM]	33%[10 µM]	-9%	?	i
48	CCN(CC)C(=O)c1ccccc1NS(=O)(=O)c1ccc(C)cc1	-6%	-4%	5%	-2%	29%	.	2%	i
49	O=C(Nc1cc(N2CCOCC2)ncn1)NC1(C(F)(F)F)Oc2ccccc2O1	-11%	0%	6%	1%	-4%[10 µM]	22%[11.4 µM]	1%	3%
50	CCOC(=O)C1=C(C)NC(C)=C(C(=O)OCC)C1c1cccs1	?	-8%	0%	-1%	-66%[inhibitor][10 µM]	6%	-11%	-1%
51	Cc1cc(Oc2ccc(C#N)cc2)nc(NCc2ccccc2)n1	-15%	-4%	-6%	-1%	-21%	-2%	-2%	6%

# Records 41 to 48 from above:
nr	smiles	Tau fluor counter	Tau ThT inhib	TRb SRC2 PPI	TR SRC2 fluor cs	HTT ATP protect	L3MBTL1 block	Tau fibril FP	RECQ1 helicase
41	Cc1ccc(C(=O)NCc2ccccc2)cc1NC(=O)c1nsc2ccccc12	-19%	-1%	-6%	0%	.	.	1%	.
42	O=C(NNC1CC(=O)N(c2ccc(Cl)cc2)C1=O)c1ccccn1 (configuration not stated)	-2%	-4%	0%	0%	18%	.	-7%	1%
43	NNc1ccc(Cl)nn1	-14%	?	2%	3%	2%[10 µM]	-23%	-3%	i
44	O=C(NCCCO)c1ccc2nc(-c3ccco3)c(-c3ccco3)nc2c1	4.5µM*[quencher]	5µM*	21%	?	10%[10 µM]	28µM*	8.9µM*	?
45	Cc1nc(CNC(=O)CC2C(=O)NCCN2Cc2ccoc2)nc2c1CCCC2 (configuration not stated)	-8%	?	2%	-2%	-12%[10 µM]	6%	-14%	-3%
46	CCOC(=O)Cc1csc(NC(=O)CSc2nncn2C)n1	4%	14%	-17%	0%	7%[10 µM]	6%	-1%	i
47	c1ccc2c(CSc3ncnc4nc[nH]c34)cccc2c1	?	-6%	5%[53 µM]	-1%[53 µM]	33%[10 µM]	-9%	?	i
48	CCN(CC)C(=O)c1ccccc1NS(=O)(=O)c1ccc(C)cc1	-6%	-4%	5%	-2%	29%	.	2%	i
